p53ts 39C kill – kills p53ts cells at the nonpermissive temperature; H1299-p53A138V viability at 39C, ATP luminescence, 24 h; Potency, µM (doses to about 46.1 µM), inactives show at the highest dose activity change, negative = cell killing, most hits filed as cytotoxic; hit rate 1.5% among 130,000; AID 902; further: nearly all actives have a fitted effect of over 55% in size
IkB sig inh – inhibitors of IkB signaling in ABC-DLBCL cells; ABC-DLBCL IkBa-CBG/CBR dual luciferase ratio, 4 h; response scale: scaled: untreated 0%, proteasome inhibitor 100%; Potency, µM (series often up to 57.1 µM), inactives show top-dose IkBa stabilization activation; hit rate 0.04% among 110,000; AID 445; active means well fitted curve in the direction sought with a large enough effect in the signal ratio, not every such curve was filed as active; inconclusive means small, poorly fitted or top-dose-only effect, or a change in a side signal; the % refers to the signal ratio;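 further: the direction sought is a rising ratio; 0% = basal untreated cells and 100% = reference inhibitor full response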
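Curves were fitted separately to fusion (green), unfused (red) and ratio luminescence, then classed by r2, magnitude and activity. Cells: OCI-Ly3, 4 h compound plus doxycycline at 37C; 10 uM MG-132 defined full response.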
p53ts 32C tox – p53ts cell cytotoxicity, permissive temperature. H1299-p53A138V at 32C, ATP luminescence viability, 24 h. Potency, µM (doses to about 46.1 µM), for the others: at the top dose activity change, negative = cytotoxicity, hits mostly cytotoxic. hit rate 0.93% among 130,000. AID 924;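 further: 0% = DMSO and -100% = full killing by reference compound; nearly all actives have a fitted effect of over 55% in size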
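ATP-content luminescence (ATPlite) read-out after 24 h compound exposure at 32C in H1299-p53A138V cells (600/well). Tested up to 46 uM. Normalized to DMSO (0%) and 100 uM tamoxifen (100% killing); Hill-fit AC50.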
Imprint erasure – genomic imprint erasure induction | Potency, µM (doses to about 60.7 µM), for the others: at the top dose activity change, positive = activation, usual class: activators | mouse ES Peg3-LacZ reporter, beta-gal luminescence, 40 h | AID 1948 | hit rate 0.02% among 110,000;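 further: 0% = negative control wells on the plate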
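Imprint erasure is scored as LacZ activity from the silenced maternal Peg3 allele in feeder-free female ES cells cultured 40 h with LIF. Luminescence is normalized to in-plate negative controls and fitted to the Hill equation.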
* = called active by the depositor; u = inconclusive; x = no result given; & = joins results of further samples; [ ] = remark or other dose. Unless noted, the call rests on the fitted dose curve; in most records, active means well fitted curve in the direction sought with a large enough effect; inconclusive means small, poorly fitted or top-dose-only effect, or another doubt; inactive means no such curve, though single readings can be large; an effect the other way counts as inactive or inconclusive. Unless noted, on the % scale 0 is the no-effect control and ±100 the full control effect; potency means the concentration at half of the fitted maximal effect.

SMILES | p53ts 39C kill | IkB sig inh | p53ts 32C tox | Imprint erasure
Cc1ccc(NC(=O)C2CCN(S(=O)(=O)c3cccc4nsnc34)CC2)cc1 | 8% | -1.6% | 13% | -10%[10.9 µM]
CCCNC(=O)CCC(=O)Nc1ncc(-c2ccc(C)cc2)n1C | -8% | 0.7% | 10% | -21%
CCn1ccc2cc(S(=O)(=O)N3CCC(C(=O)NCc4ccc(F)cc4)CC3)ccc21 | -14% | 1.3% | -7% | -10%[10.9 µM]
O=C(c1cccc(N2C(=O)C3CC=CCC3C2=O)c1)N1CCCCCC1 (stereo unspecified) | 2% | 1.6% | -13% | -6%
COc1ccc(OC)c(-c2nnc(NC(=O)C(C)Sc3nncn3C)s2)c1 (stereo unspecified) | -13% | -3.1% | -3% | -6%
CCOC(=O)C1CCN(S(=O)(=O)c2cc(-c3cc(C)no3)ccc2OC)CC1 | -3% | -0.5% | 2% | -9%[10.9 µM]
Cn1cc(S(=O)(=O)N2CCCCCC2)cc1C(=O)N1CCN(c2cccc(Cl)c2)CC1 | -18% | 3.8% | 1% | 5%[10.9 µM]
Cn1c(=O)[nH]c(=O)c2c1ncn2CCCc1ccccc1 | -13% | 0.9% | -3% | 3%
Cc1cc(C)n2c(Nc3ccc4c(c3)OCCO4)c(-c3ccccc3)nc2n1 | 1% | u | 1% | -7%[10.9 µM]
OC(CNCCc1ccc(Cl)cc1)COCc1ccco1 (stereo unspecified) | -5% | 0.5% | -15% | -24%
Cc1ccc2nc(N(Cc3cccnc3)C(=O)CCc3ccccc3)sc2c1 | u | u | -5% | u
COc1cccc(Cn2c(=O)cc(C)c3c(C)nn(C)c32)c1 | -22% | -1.9% | -16% | -11%[10.9 µM]
O=C(CN(Cc1ccc2c(c1)OCO2)C(=O)CSc1nc2ccccc2o1)NC1CCCCC1 | -5% | u | -2% | 5%
COc1cc(S(C)=O)ccc1-c1nc2ncccc2[nH]1 (stereo unspecified) | 2% | -2.6%[25.6 µM] | 2% | -12%
O=S(=O)(c1ccc(Cl)cc1)c1nnn2c1nc(NCc1ccccc1)c1sccc12 | -20% | u | -12% | -16%[10.9 µM]
CCSc1nc(-c2ccco2)ccc1C#N | 6% | -2.7% | 0% | 18%
O=C(/C(=N/N=C/c1ccc(O)c(O)c1)c1ccccc1)c1ccccc1 | -14% | x | -7% | x
COc1ccc(F)cc1S(=O)(=O)NCC(c1ccco1)S(=O)(=O)c1cccs1 (stereo unspecified) | -3% | -1.1% | -5% | 8%[10.9 µM]
Cc1nc2cnc(N(C)C)nc2n(C[C@H]2CCCO2)c1=O | -10% | 0.2%[11.4 µM] | 1% | u
CCOC(=O)c1c(-c2ccc(C)cc2C)csc1NC(=O)CSc1nnnn1C | 20% | u | 3% | -12%
COc1cc(NC(=O)c2ccc3c(=O)n(Cc4ccco4)c(=S)[nH]c3c2)cc(OC)c1OC | -12% | 2.4% | -24% | -16%
Cc1ccc(C(=O)Nc2ccc(Br)cc2)cc1S(=O)(=O)NCc1ccccc1 | u | u | 1% | -6%[10.9 µM]
C/C(=C\c1ccccc1)CN1CCN(c2ccccc2)CC1 | -2% | -2.1% | -24% | -10%
Cc1nc(/C=[N+](\[O-])C(C)(C)/C=N/O)n(O)c1C | -1% | 1.5% | 3% | -4%
O=C(c1cccc(F)c1)N1CCC2(CC1)CN(c1ncccn1)C2 | 5% | 2.1%[11.4 µM] | 0% | x
COc1ccc(OC2C=CC(c3ccccc3)OC2CO)cc1 (stereo unspecified) | 2%[9.22 µM] | x | 3%[9.22 µM] | x
Cc1ccc(C(=O)Nc2ccc(C(=O)O)cc2)cc1S(=O)(=O)N1CCC(C)CC1 | 2% | 11% | 10% | -8%[10.9 µM]
O=S(=O)(NCc1csc(-c2ccccc2)n1)c1ccccc1 | 1% | -1.0% | -2% | 3%[10.9 µM]
COc1ccc(C(=O)c2ccc(N(C)C)cc2)c2ccccc12 | -21% | x | -2% | x
FC(F)C(F)(F)C1=CC(c2ccccc2)=NCCN1 | 6% | -0.7% | -8% | -10%
Cn1c(=O)c2[nH]c(SCc3ccccn3)nc2n(C)c1=S | 8%[9.22 µM] | 1.3%[11.4 µM] | -2%[9.22 µM] | -11%[10.9 µM]
CCOC(=O)c1c(S(=O)(=O)N2CCCC(C(=O)Nc3cccc(C#N)c3)C2)c(C)n(C)c1C (stereo unspecified) | -3% | -3.8% | 8% | -5%[10.9 µM]
CCOc1ccc(-c2cc(C(=O)N3CCN(C)CC3)c3ccccc3n2)cc1 | 4µM* | 2.2% | 2.5µM* | -10%
COc1ccc(Br)cc1CN1CCCCCCC1 | -9% | x | -17% | x
COc1ccc(-c2nc(SCC(=O)Nc3c(C)cc(C)cc3C)n[nH]2)cc1 | -27% | 0.1% | u | 3%[10.9 µM]
COCc1cc(=O)[nH]c(Nc2nc(C)c3ccc(C)cc3n2)n1 | 4% | -0.1% | -3% | -8%
O=C(CCN1CCN(c2ccccc2)CC1)Nc1nccs1 | 2% | 4.5% | 7% | -27%
CCOC(=O)c1c(C)nc2sccn12 | 9% | -5.1% | 15% | -15%
Cc1cc(NC(=O)c2ccc(Cl)cc2)no1 | 7.9µM* | 3.9% | 7.9µM* | -44%[inhibitor]
Cc1ccc(-c2c3c(=O)n(C)c(=O)n(C)c3c3cnc4ccccc4n23)cc1 | -10% | 4.7% | 3% | -6%[10.9 µM]
O=C(C1CCCCC1)N(Cc1cccnc1)c1nc2c(F)cc(F)cc2s1 | -16% | u | 5% | 7%[10.9 µM]
CCC(C)(C)NC(=O)CN(C(=O)c1snc(C(N)=O)c1N)c1ccc2c(c1)OCO2 | -8% | 0.0% | 4% | -3%
O=C(NCc1ccc(F)cc1)c1noc2c1CCCC2 | -7% | -0.8% | -4% | -19%
Cc1ccc(S(=O)(=O)CCc2nc3ccccc3n2CCC#N)cc1 | u | -2.1% | 64%[activator] | -23%
CC(=O)Nc1nc2n(n1)C(c1ccc(F)cc1)C=C(c1ccc(Cl)cc1)N2 (stereo unspecified) | 4% | 0.0% | -7% | 5%[10.9 µM]
O=C(NCCc1ccccn1)C1CC(=O)N(Cc2ccccc2Cl)C1 (stereo unspecified) | -6% | 0.0% | 4% | -6%
CC1CCCN(C(=O)CSc2nnc(-c3ccc(S(=O)(=O)N4CCOCC4)cc3)n2C)C1 (stereo unspecified) | 5% | 0.5% | -3% | -5%
Cc1cc([N+](=O)[O-])ccc1NC(=O)CSc1nccn1C | 2% | -1.7% | 0% | 8%[10.9 µM]
O=C(O)c1ccccc1NS(=O)(=O)c1ccc(Cl)c(Cl)c1 | 13% | x | 19% | x
COc1ccc(N2C(=O)CC(N3CCN(c4ccc(S(=O)(=O)N5CCCC5)cc4)CC3)C2=O)cc1 (stereo unspecified) | 4% | 1.6% | -6% | -9%
CCc1ccc(NC(=O)CS(=O)CC(=O)NC(C)CCc2ccco2)cc1 (stereo unspecified) | 3% | -2.4% | 0% | -4%
COc1ccc(-c2noc(-c3ccc(NCc4ccco4)c([N+](=O)[O-])c3)n2)cc1 | -36% | u | -3% | -10%[10.9 µM]
COc1ccc2[nH]cc(CCNc3ncnc4ccc(-c5c(C)noc5C)cc34)c2c1 | -8% | 7.1%[11.4 µM] | -2% | -10%
CCOc1cc2[nH]c(=O)n(CCC(=O)N3CCN(c4ccccc4)CC3)c(=O)c2cc1OCC | -9% | 0.0% | 1% | -11%[10.9 µM]
Cn1c(=O)[nH]c(=O)c2c1nc(N1CCNCC1)n2CCOc1ccccc1 | -12% | 3.7% | -11% | -7%
FC(F)(F)c1ccc(C2[C@H]3CN(Cc4cccnc4)[C@H](c4ccccc4)C34CC2(c2ccccc2)C4)cc1 (stereo partly specified) | 1% | x | 20% | -15%
COCCCNC(=O)N1[C@H](c2cccs2)[C@@H](C)C(=O)[C@@H](C)[C@@H]1c1cccs1 | 2% | -0.6% | 6% | -5%[10.9 µM]
Cc1noc(C)c1C(=O)N1CCC2(CCN(Cc3ccccc3)CC2)CC1 | -6% | 1.7%[11.4 µM] | -4% | x
Cc1ccc(N(CC(=O)N2CCN(c3ccc(Cl)cc3)CC2)S(=O)(=O)c2c(C)nn(C)c2C)cc1 | 34%[activator] | 0.5% | 2% | -7%[10.9 µM]
Cc1cc(C)cc(N)c1 | -4% | -2.4% | -15%[1.84 µM] | 6%
Next part.
SMILES | p53ts 39C kill | IkB sig inh | p53ts 32C tox | Imprint erasure
COc1ccccc1N1CCN(c2ccc(-c3ccccc3)nn2)CC1 | 2µM* | 4µM* | 3.2µM* | x
Cc1cccc(C(=O)OCc2cc(=O)n3ccsc3n2)c1 | u | 7.1% | -17% | -9%[10.9 µM]
O=c1c(O)c(-c2ccc(O)c(O)c2)oc2cc(O)ccc12 | -4%&10% | -5.1%&-3.7%[11.4 µM] | 66%&29%[activator] | 0%&30%
CS/C(=N\S(=O)(=O)c1cccs1)NC(=O)CSc1nc2ccccc2s1 | -12% | -4.1% | -4% | -13%
Cc1c(NC(=O)c2c(F)cccc2F)c(=O)n(-c2ccccc2)n1C | -3% | 1.0% | -9% | -9%
CCOC(=O)N1CCC(Nc2c(NCCN3CCN(c4cccc(Cl)c4)CC3)c(=O)c2=O)CC1 | -3% | -2.6% | -1% | -3%
C=C(C)COc1ccc(-c2n[nH]c(C)c2-c2ccccc2OC)c(O)c1 | u | u | u | -20%
COc1ccccc1CNC(=O)c1ccc(S(=O)(=O)N2CCCC2)cc1 | -10% | 2.1% | 10% | -10%
